From PubChem BioAssay
LmPK inh: qHTS Assay for Inhibitors of Leishmania Mexicana Pyruvate Kinase (LmPK). Q27686. purified LmPK, Kinase-Glo ATP luminescence, 1 h. Potency, µM (top dose mostly 57.5 µM), for inactives: at the top dose activity change, negative = inhibition, usual class: inhibitors. actives 0.37% (n = 290,000); also: potency is read from the fitted curve at half-maximal effect
Target sequence (Q27686 whole entry, looked up): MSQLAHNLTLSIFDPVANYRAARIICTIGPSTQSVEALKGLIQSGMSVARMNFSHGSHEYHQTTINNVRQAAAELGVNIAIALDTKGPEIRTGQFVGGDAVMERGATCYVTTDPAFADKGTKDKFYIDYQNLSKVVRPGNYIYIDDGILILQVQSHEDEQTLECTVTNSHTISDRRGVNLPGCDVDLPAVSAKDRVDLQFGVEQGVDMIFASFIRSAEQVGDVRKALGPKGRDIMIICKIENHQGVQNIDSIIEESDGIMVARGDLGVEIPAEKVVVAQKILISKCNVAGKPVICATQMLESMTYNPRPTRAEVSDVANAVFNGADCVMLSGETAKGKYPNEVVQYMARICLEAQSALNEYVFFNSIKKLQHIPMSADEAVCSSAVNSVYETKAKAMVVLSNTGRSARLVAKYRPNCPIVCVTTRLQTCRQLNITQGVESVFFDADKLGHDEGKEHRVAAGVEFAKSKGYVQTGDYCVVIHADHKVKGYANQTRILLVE
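ATP generated from ADP (0.1 mM) and PEP (0.5 mM) by 0.1 nM LmPK over 1 h at room temperature (pH 7.2 imidazole buffer) was detected by coupled luciferase luminescence. Values were normalized to uninhibited and no-enzyme wells.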
Tb PYK inh: qHTS of Trypanosoma Brucei Inhibitors. Potency, µM (highest dose often 76.8 µM), without a hit: top-dose activity, negative = inhibition, usual class: inhibitors. actives 0.12% (n = 410,000). TbPYK enzyme, Kinase-Glo Plus ATP luminescence, 45 min; also: potency is read from the fitted curve at half-maximal effect; nearly all actives have a fitted effect of over 50% in size
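Assay buffer: 50 mM TEA pH 7.2, 100 mM KCl, 10 mM MgCl2, 0.05% BSA, 0.01% Tween-20. Pyruvate kinase from T. brucei plus substrate met compound, then ADP (130 uM final). Luminescence was read post 45 min RT.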
HCV inhibitor: qHTS Assay for Inhibitors of Hepatitis C Virus (HCV) | actives 3.4% (n = 340,000) | Huh7.5.1 HCVcc-Cre infection, luciferase reporter, 44 h | Potency, µM (titrated, usually from 41.8 µM), inactives show top-dose activity change, negative = inhibition, actives largely listed as inhibitors; also: potency is read from the fitted curve at half-maximal effect
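Whole-lifecycle infectious HCVcc-Cre system; cells 1,000/well, compound then virus (~0.5 moi) added 4 h after plating, 44 h culture. Luciferase read 15 sec following 15 min substrate incubation, room temp.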
HCMV inh: qHTS Assay for inhibitors of the human cytomegalovirus (HCMV); HFF cells, HCMV-luciferase reporter, 72 h; hits give low values; activity change, negative = inhibition, % at 57.5 µM; actives 4.5% (n = 410,000); AID 1259415, 2018; in the data active = activity change below about -60%; inconclusive = no clear call, values can overlap the other calls; inactive = above about -39%
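Two-dose cell screen: HFF monolayers treated with compounds and infected with luciferase-expressing HCMV at 1 PFU/cell, 72 h at 37C, then lysed for luciferase measurement.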
AmpC inh detg: qHTS Inhibitors of AmpC Beta-Lactamase (assay with detergent) | AID 485294, 2010 | AmpC hydrolysis of nitrocefin, absorbance 480 nm, 0.01% Triton | actives 0.041% (n = 370,000) | P00811 | Potency, µM (highest dose often 114 µM), for the others: at the top dose activity change, negative = inhibition, actives largely listed as inhibitors;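 also: potency is read from the fitted curve at half-maximal effect; 0% = no-compound wells and -100% = no-enzyme wells; nearly all actives have a fitted effect of over 25% in size; some results filed as inactive show a strong effect at the top dose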
Target sequence (P00811 whole entry, looked up): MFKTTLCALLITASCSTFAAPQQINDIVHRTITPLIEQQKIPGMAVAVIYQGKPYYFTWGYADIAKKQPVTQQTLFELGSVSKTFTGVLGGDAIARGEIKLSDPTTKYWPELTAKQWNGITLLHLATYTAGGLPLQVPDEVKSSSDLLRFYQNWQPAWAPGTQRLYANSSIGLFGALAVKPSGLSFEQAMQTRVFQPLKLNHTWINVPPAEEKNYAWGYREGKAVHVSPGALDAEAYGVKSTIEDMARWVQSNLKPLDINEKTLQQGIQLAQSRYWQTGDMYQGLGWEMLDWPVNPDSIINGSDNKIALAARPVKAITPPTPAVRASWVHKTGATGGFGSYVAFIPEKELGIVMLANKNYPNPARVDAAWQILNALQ
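AmpC (5.3 nM in the dispensed reagent) in 20 mM phosphate pH 7.0 with 0.01% (detergent screen) or 0.0001% Triton X-100 was preincubated with compounds for 15 min at room temperature. Nitrocefin was then added from an 800 uM solution, and hydrolysis was followed at 480 nm.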
AMA1 RON2 block: qHTS for Inhibitors of AMA1-RON; Towards Development of Antimalarial Drug Lead: Primary Screen; Plasmodium falciparum AMA1 (3D7) - RON2 peptide interaction; AlphaScreen AMA1-biotinylated RON2 peptide binding; Potency, µM (top dose mostly 58.2 µM), inactives show at the top dose activity change, negative = inhibition, usual class: inhibitors; actives 0.2% (n = 360,000); AID 720542, 2013;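 also: potency is read from the fitted curve at half-maximal effect; 0% = vehicle wells and -100% = peptide control; nearly all actives have a fitted effect of over 45% in size; some results filed as inactive show a strong effect at the top dose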
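AMA1 (3D7) with his tag at 25 nM final met compounds first, then biotinylated RON2 peptide at 25 nM; detection used donor plus acceptor beads, 10 µg/mL apiece, read by AlphaScreen after 30 min at room temperature.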
AmpC no deterg: qHTS Inhibitors of AmpC Beta-Lactamase (assay without detergent); P00811; AmpC nitrocefin hydrolysis, absorbance 480 nm, 0.0001% Triton; Potency, µM (highest dose often 57.1 µM), inactives show top-dose activity change, negative = inhibition, actives largely listed as inhibitors; actives 0.52% (n = 330,000); AID 485341, 2010;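 also: potency is read from the fitted curve at half-maximal effect; plate controls were no compound for no effect and no enzyme for full effect; nearly all actives have a fitted effect of over 20% in size; some results filed as inactive show a strong effect at the top dose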
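AmpC (5.3 nM in the dispensed reagent) in 20 mM phosphate pH 7.0 with 0.01% (detergent screen) or 0.0001% Triton X-100 was preincubated with compounds for 15 min at room temperature. Nitrocefin was then added from an 800 uM solution, and hydrolysis was followed at 480 nm.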
Active calls of the source: *; ? = inconclusive; . = no result given; & = joins results of further samples; [ ] = dose if it differs, or a comment. Unless noted, calls follow the shape of the dose curve; as a rule, active = well fitted curve in the direction sought with a large enough effect; inconclusive = small, poorly fitted or top-dose-only effect, or another doubt; inactive = no such curve, though single readings can be large; an effect the other way counts as inactive or inconclusive. Unless noted, % is scaled to controls: 0 for no effect and ±100 for the full control effect.

SMILES | LmPK inh | Tb PYK inh | HCV inhibitor | HCMV inh | AmpC inh detg | AMA1 RON2 block | AmpC no deterg
CC(C)(C)OC(=O)N1CCC(c2c(C(=O)NCC3CCN(C4CCCC4)C3)cnn2-c2ccccc2Cl)CC1 (stereo unspecified) | 0% | 0% | -17% | -31 | -3% | -4% | 148%[activator]
COc1cccc(NS(=O)(=O)c2ccc3[nH]cc(C(=O)N(C)Cc4ccco4)c(=O)c3c2)c1 | 5% | -13%&-4% | 8% | 18&-9 | 2%&-8% | -2% | -41%
CCn1c(C)csc1=NC(=O)c1ccccc1 | 0% | 9% | 3% | 36 | -10% | 30% | -13%
NNC(=O)CSCc1nc(-c2ccc(Cl)cc2)cs1 | -2% | -1% | -18% | -28 | 3% | 55%[activator] | -23%
O=C(Cc1ccccc1)N1CCN(Cc2ccccn2)CC1 | -2% | 18% | 9% | 15 | -12% | 30%[activator] | -17%
CCOC(=O)c1ccc(NC(=O)COc2ccc(S(=O)(=O)NC(C)(C)C)cc2)cc1 | 3% | -3% | -17% | -13 | -5% | 0% | -42%
CC(C)(C)OC(=O)NCc1ccc(NC(=O)c2nc[nH]c2C(=O)NCCCCCCNC(=O)c2[nH]cnc2C(=O)Nc2ccc(CNC(=O)OC(C)(C)C)cc2)cc1 | . | -3% | 12% | -2 | . | 23% | -14%
COc1ccc(CCNc2nc(C)c(C(C)=O)s2)cc1OC | -5% | -16% | -16% | . | -7% | -13% | -26%
CCOC(=O)c1ccccc1NC(=O)COC(=O)c1cc([N+](=O)[O-])ccc1N1CCOCC1 | . | -8% | 2.2µM* | -17 | -14% | ? | 92%[activator]
O=C(Nc1cccnc1)C1Cc2c(-c3ccc4c(c3)OCO4)ccnc2O1 (stereo unspecified) | . | -24% | . | ? | . | -4% | .
Cc1ccc(S(=O)(=O)N2CCCCC2)cc1NC(=O)COC(=O)c1ccc2c(c1)OCO2 | 1% | 0% | -25% | 22 | ? | 4% | -33%
COc1cc(OC)cc(C(=O)Nc2nnc(SCC(=O)NCC3CCCO3)s2)c1 (stereo unspecified) | -2% | -26% | 15% | -3 | 6% | 21% | 5%
CN(NC1CC(=O)N(c2ccccc2)C1=O)c1ccccc1 (stereo unspecified) | 1% | -16% | 9% | 83 | 2% | 7% | -36%
COc1ccc(/C=C(\NC(=O)c2ccc(OC)cc2)C(=O)Nc2ccc(C(=O)O)cc2)cc1 | -7% | -1% | 4% | 4 | 1% | -15% | -13%
CN1CCN(C(=O)C2=C[C@@H](c3coc4ccccc4c3=O)C[C@@H](OCc3ccc(CO)cc3)O2)CC1 | 1% | 4% | 15% | -7 | 7% | -5% | 96%[activator]
CCOCCn1ccc2c(OCC(=O)NCc3ccc(C)cc3)cccc2c1=O | . | 0% | . | 22 | 0% | . | .
CCN1CCN(c2ncnc3c2cnn3-c2ccc(C)cc2)CC1 | . | -1% | . | ? | 3% | . | .
C/C=C/c1ccc(OCCCCOc2ccccc2C(C)=O)c(OC)c1 | 2% | -1% | 6% | ? | -5% | 7% | -14%
CCn1c(/C=C/Nc2ccccc2)[n+](CC)c2cc(Cl)c(Cl)cc21 | -6% | 2% | ? | 1 | -6% | -10% | -25%
COc1cc(-c2nc(CN3CCN(c4ncccn4)CC3)c(C)o2)ccc1F | -3% | 1% | -25% | 7 | 5% | -1% | 35%
CC1CCN(C(=O)CCN2C(=O)/C(=C/c3cccs3)SC2=S)CC1 | 4% | 7% | ? | 6 | -12% | 10% | -21%
Cn1ncc2c(NNC(=O)c3ccc(O)cc3)ncnc21 | -11% | 1% | 5% | -7 | ? | 103%[activator] | 1%
Cc1ccc2c(c1)N(C(=O)Nc1cccc3c1CCCC3)CC(C)O2 (stereo unspecified) | . | 1% | . | -22 | 1% | . | .
COc1ccc(NC(=O)CSc2nnc(-c3cccnc3)n2C)cc1 | -1% | 3% | 14% | 14 | 3% | 1% | -14%
COc1ccc(Br)c2oc(S)cc(=O)c12 | 4% | -13% | 1%[8.37 µM] | -22 | -10% | 55%[activator] | -19%
Next results follow.
SMILES | LmPK inh | Tb PYK inh | HCV inhibitor | HCMV inh | AmpC inh detg | AMA1 RON2 block | AmpC no deterg
CN1C[C@@H]2[C@@H]3C(=O)N(C)C(=O)[C@@H]3[C@](Cc3ccccc3)(C1=O)N2C(=O)c1ccc(Cl)cc1 | . | 2% | 1% | 10 | . | 4% | .
Cc1cc(C)cc(OCC(=O)NC(C)c2ccccc2)c1 (stereo unspecified) | -3% | -7% | 10% | 21 | 2% | -4% | 0%
Fc1ccc(Nc2ncnc3sc4c(c23)CCC4)cc1F | -2% | -4% | ? | -35 | -5% | 8% | -32%
Cn1c(N)c(C(=O)COC(=O)CNS(=O)(=O)c2cccc(Cl)c2)c(=O)n(C)c1=O | -1% | -4% | 9% | 16 | ? | -1% | -18%
Cc1c(CC(=O)N[C@@H](C)C(=O)O)c(=O)oc2cc3c(cc12)CCC(C)(C)O3 | 0% | 3% | 14% | 9 | -2% | 0% | -10%
CC(C)OCCCN(CC(O)c1ccccc1)CC(O)c1ccccc1 (stereo unspecified) | -5% | 3% | 24% | ? | -5% | 7% | 5%
CCCn1nc(Oc2nc(NC(C)C)nc(N(C)C)n2)ccc1=O | -4% | -18% | 23% | 5 | -3% | -11% | 52%
COc1ccc(CN2CCCCCC2)cc1 | 4% | 21% | -8% | -2 | ? | -2% | -16%
Cc1cc(C(=O)N/N=C/c2ccc(-c3cccc(Cl)c3Cl)o2)n[nH]1 | 2% | 3% | 11% | 0 | -12% | 1%[11.6 µM] | -24%
COc1ccc(-n2c(Cc3cc(=O)[nH]c(=O)[nH]3)nnc2SCC(=O)Nc2ccccc2)cc1 | 1% | -6% | 9% | -12 | ? | 17% | -19%
Cc1cc2n(n1)C(c1ccc3c(c1)OCO3)Nc1c(C)cccc1-2 (stereo unspecified) | -5% | . | ? | 22 | -14% | -8% | 72%[activator]
CN1OC[C@@H]2CN(Cc3ccc(Cl)cc3)[C@H](c3cccc(Br)c3)C[C@@H]21 | . | 16% | -21% | -4 | . | ? | .
Cc1cc(C(=O)COC(=O)C23CC4CC(CC(O)(C4)C2)C3)c(C)n1-c1c(C)n(C)n(-c2ccccc2)c1=O | -3% | -3% | ? | -10 | 2% | -14% | 67%[activator]
c1ccc(CC2CCCCN2)cc1 (stereo unspecified) | -3% | 1% | -3% | -5 | -10% | -2% | -12%
O=c1oc2ccccc2cc1-c1csc(NN=C2CCCC2)n1 | 0% | 2% | -6% | -4 | -13% | 32%[activator] | ?
CN(C)c1ccc(CC(=O)N2CCCCC2c2cc(C(=O)Nc3cccc(C#N)c3)no2)cc1 (stereo unspecified) | . | 0% | . | -36 | . | ? | .
Cc1cc(C)c(S(=O)(=O)N2CCN(C(=O)c3c(C)noc3C)CC2)c(C)c1 | . | -1% | 1% | 4 | -9% | -4% | 44%
COCCCNC(=S)NNC(=O)c1cc(C2CC2)nc2ccccc12 | 6% | 0% | 12% | -19 | -9% | 38%[activator] | -21%
COc1ccccc1C(=O)NCCC(=O)Nc1ccc(S(=O)(=O)N2CC(C)CC(C)C2)cc1 (stereo unspecified) | . | -6% | ? | -25 | -1% | 9% | 33%
O=C(O)c1ccc(-c2nnc(-c3cccc(Br)c3)o2)cc1 | -6% | 4% | 26% | 55 | 4% | -2% | -8%
Cc1[nH]c(=O)[nH]c(=O)c1C=CC(=O)NC(CO)CS(=O)Cc1ccccc1 (stereo unspecified) | . | -2% | . | -2 | . | 10% | .
CCCNC(=O)C1CCN(S(=O)(=O)c2cccc3nonc23)CC1 | 0% | -1% | 0% | -5 | 2% | -6% | -12%
Cc1cc(C)c2cc(CN(CCN3CCCC3)C(=O)Nc3ccc(F)cc3)c(=O)[nH]c2c1 | 0% | -3% | ? | 47 | 11% | -3% | 94%[activator]
CCc1nc(SCC(=O)O)c(C#N)c2c1CCCC2 | 3% | 0% | 0% | 0 | 5% | 4% | -4%
O=C(NCCc1c[nH]c2ccccc12)C(=O)NCC(c1ccco1)N1CCN(c2ccc(F)cc2)CC1 (stereo unspecified) | 2% | 0% | 9% | 52 | -7% | 12% | -21%

The closing 5 entries of the section above open the next one:
SMILES | LmPK inh | Tb PYK inh | HCV inhibitor | HCMV inh | AmpC inh detg | AMA1 RON2 block | AmpC no deterg
Cc1[nH]c(=O)[nH]c(=O)c1C=CC(=O)NC(CO)CS(=O)Cc1ccccc1 (stereo unspecified) | . | -2% | . | -2 | . | 10% | .
CCCNC(=O)C1CCN(S(=O)(=O)c2cccc3nonc23)CC1 | 0% | -1% | 0% | -5 | 2% | -6% | -12%
Cc1cc(C)c2cc(CN(CCN3CCCC3)C(=O)Nc3ccc(F)cc3)c(=O)[nH]c2c1 | 0% | -3% | ? | 47 | 11% | -3% | 94%[activator]
CCc1nc(SCC(=O)O)c(C#N)c2c1CCCC2 | 3% | 0% | 0% | 0 | 5% | 4% | -4%
O=C(NCCc1c[nH]c2ccccc12)C(=O)NCC(c1ccco1)N1CCN(c2ccc(F)cc2)CC1 (stereo unspecified) | 2% | 0% | 9% | 52 | -7% | 12% | -21%
COc1ccc2c(c1)CCc1c(C(=O)NCc3ccco3)noc1-2 | 2% | -2% | -13% | 130 | -12% | -1% | -15%
O=C(Cc1ccccc1)NCCCNC(=O)Cc1ccccc1 | . | 0% | 5% | 21 | . | 11% | .
COCCN1Cc2cc3cc(C)ccc3nc2SC1=Nc1cccc(OC)c1 | 1% | 0% | -22% | 5 | 1% | 41%[activator] | 60%
COc1cccc(C(=O)NCC2(c3ccc(OC)c(OC)c3)CCCC2)c1 | 0% | -6% | -30% | -10 | -1% | -4% | 26%
CCOc1cc(C)c(S(=O)(=O)NC2CCCCC2)cc1C | -9% | -2% | ? | -26 | -4% | -6% | -3%
Nc1nc(Sc2ccc(C(F)(F)F)cc2[N+](=O)[O-])n[nH]1 | -2% | -4% | 16% | -2 | -5% | 6% | -10%
O=C(NN1C(=O)c2ccccc2NC1c1ccccc1OCc1ccccc1)c1ccncc1 (stereo unspecified) | 1% | -4% | 5% | ? | 0% | -2% | 2%
O=C1NC(=Nc2ccccc2Cl)SC1(CO)CO | -3% | -1% | 10% | 22 | -10% | 10% | -3%
